WT yeast gro inh = growth inhibition of WT yeast, mitochondrial fusion screen; mitochondrial fusion phenotypic screen, WT strain; AID 1362; 2.1% of 190,000 active; inhibition, % at 10 µM; in the data active = inhibition above about 58%; tested in S. cerevisiae
MT stabilizer = stabilizes microtubules in HeLa cells | HeLa tubulin immunostaining HCS, 24 h; share of cells brighter than vehicle mean+2SD | % tubulin-high responders, % at 10 µM | 0.83% of 200,000 active | AID 2205;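 active = plate Z-score above 3 for both tubulin-high and condensed-nucleus cell shares, with cell loss under 80%, at 10 µM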;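 also: anti alpha tubulin signal scored within the nucleus-defined area of each cell; some results filed as inactive read as strong as hits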
T cell HTS = T cell immune modulation candidate | 2C CD8+ T cell-vesicle binding, flow cytometry; stronger effect = lower value | calls only at 7 µM | 0.068% of 330,000 active;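 active = response, share of CD8 T cells binding vesicles, and their 90th percentile fluorescence all below set limits, cut at about 80% in these data, passing the limit was not always enough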
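Incubation: binding step 1.5 h, 37 °C, antibody labelling 20 min, ice; system: murine 2C transgenic CD8+ T lymphocytes; technique: cytometric PE anti-B7-1 and Alexa647 anti-CD8 signals after 1% paraformaldehyde fixation; also added: QL9-charged Drosophila Ld/ICAM-1/B7-1 vesicles; control set: naked versus QL9-loaded vesicles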
Yfh1-off respiration = enhancers of respiration in Yfh1-depleted yeast, dose response, Friedreich's ataxia, plus single-dose screen (AID 1465); fold induction at 50 µM, or EC50 in µM where a hit was titrated; S. cerevisiae Yfh1-off respiration, WST-1 reduction, 72 h; higher fold induction means a stronger effect; 0.074% of 220,000 active;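 active = fold induction of absorbance versus untreated yeast above a set limit, then at least 30% activation at any dose in follow-up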;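 also: activators that raise dye reduction in frataxin-depleted yeast; strong numbers were not always called active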
P. falciparum M17LAP = P. falciparum M17LAP inhibitors, primary screen, biochemical, fluorogenic H-Leu-NHMec substrate, 1536-well (AID 1619); recombinant M17LAP, H-Leu-NHMec fluorogenic kinetic assay; higher % means a stronger effect; inhibition, % at 30 µM; hits with a dose series show IC50 in µM; 0.38% of 220,000 active;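 active = compound inhibiting the enzyme by more than half at any dose during confirmatory dose-response retesting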;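 also: plate controls were full reaction with DMSO carrier for no effect and no enzyme background for full effect; strong numbers were not always called active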
M1AAP inhibition = malaria alanyl aminopeptidase activity blockers – biochemical, fluorogenic H-Leu-NHMec substrate, 1536-well (AID 1445); recombinant M1AAP, H-Leu-NHMec fluorogenic kinetic assay; higher % means a stronger effect; 0.42% of 220,000 active; inhibition, % at 30 µM, or IC50 in µM where a hit was titrated;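 active = primary inhibition above the hit cutoff, then over 50% inhibition at one or more dose response concentrations, cut at about 23% in these data, passing the limit was not always enough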;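 also: plate controls were DMSO full reaction for no effect and no enzyme background for full effect; strong numbers were not always called active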
b-catenin transl = modulators of beta-catenin nuclear translocation | 0.3% of 190,000 active | nuclear translocation activity, % at 5 µM | HeLa beta-catenin nuclear translocation, immunofluorescence imaging;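 active = nuclear translocation activity above 50% at 5 µM, with a well cell count of 50 or more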;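 also: per-cell ratio of nuclear to cytoplasmic median beta-catenin stain intensity; plate controls were DMSO negative control for no effect and GSK-3 inhibitor IX positive control for full effect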
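Test system: HeLa cells, endogenous beta-catenin; Compound: single 5 µM dose plus 0.02–20 µM confirmation series; Times: compound exposure 24 h at 37°C; Signal: fluorescence imaging of beta-catenin antibody stain plus DAPI; Read-out: % activation, nuclear-to-cytoplasmic median beta-catenin signal ratio per cell.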
Autophagy mod = modulators of autophagy; 0.98% of 190,000 active; MEF GFP-LC3 puncta imaging; test concentration mostly 10 µM; calls only at 10 µM (by protocol);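 active = percentage of spot-positive cells more than 3 SD above its plate mean, without a fluorescence outlier flag or 80% toxicity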;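 also: spot-positive cell cutoff set from DMSO-treated cells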
Dynein cargo inh = dynein cargo transport inhibition; 3617.4 mouse cells, GR-EGFP nuclear translocation imaging; test concentration mostly 20 µM; stimulated with dexamethasone, 1 µM; stronger effect = lower value; z-score, hits read low; 0.47% of 220,000 active;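 active = plate z-score of nuclear minus cytoplasmic receptor signal below a set negative limit, without overly bright fluorescence or cell loss, cut at about -3.5 in these data, passing the limit was not always enough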;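 also: z-score of nuclear minus cytoplasmic ring GR-EGFP intensity difference per well; some compounds called inactive have numbers as strong as hits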
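Buffer or medium – tet-free medium with charcoal-stripped serum · Signal – automated 10x imaging of fixed Hoechst-stained cells · Also added – dexamethasone agonist, 1.0 µM final, for 30 min · Incubation – induction 48 h, compound 1 h, agonist 30 min · Read-out – GR-EGFP nuclear translocation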
WT yeast gro inh mutant strain = recorded beside WT yeast gro inh, whose call it bears; inhibition, %; mitochondrial fusion phenotypic screen, mutant strain inhibition
Dynein cargo inh cytoplasmic EGFP = also measured in Dynein cargo inh; calls as there; z-score; measured here: cytoplasmic GR-EGFP intensity; stronger effect = higher value
Dynein cargo inh nuclear GR-EGFP = further read-out of Dynein cargo inh, marked with its call; z-score; measured here: nuclear GR-EGFP intensity;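 lower value marks the stronger effect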
Dynein cargo inh cell count = further read-out of Dynein cargo inh, marked with its call; z-score; measured here: cell count per field
b-catenin transl cell count 5 µM = second read-out of b-catenin transl, no call of its own (marks repeat the call); cell count; measured here: cell count, cytotoxicity flag
T cell HTS vesicle-bound % = recorded beside T cell HTS, whose call it bears; double positive events, %; measured here: CD8+ vesicle-bound cell fraction;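 binding gate set so that unloaded-vesicle control wells show 10% double positive cells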
MT stabilizer Hoechst-high % = recorded beside MT stabilizer, whose call it bears; % Hoechst-high responders; measured here: nuclear condensation Hoechst responders;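 share of cells brighter than vehicle mean plus two SD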
MT stabilizer cytotoxicity % = recorded beside MT stabilizer, whose call it bears; toxicity, %; measured here: cytotoxicity by cell density;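 0% = mean cell density of plate MIN control wells and 100% = no cells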
Autophagy mod cell loss 18 h = recorded beside Autophagy mod, whose call it bears; toxicity, %; measured here: cell loss, nuclei count;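 cell loss after 18 h compound exposure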
Starred values were filed as active, the others as inactive; i = inactive; · = no result given. An unsorted share of the library, and some 4.4% of all compounds hit somewhere here.

Preview (3 entries):
SMILES	WT yeast gro inh	WT yeast gro inh mutant strain	MT stabilizer	MT stabilizer Hoechst-high %	MT stabilizer cytotoxicity %	T cell HTS	T cell HTS vesicle-bound %	Yfh1-off respiration	P. falciparum M17LAP	M1AAP inhibition	b-catenin transl	b-catenin transl cell count 5 µM	Autophagy mod	Autophagy mod cell loss 18 h	Dynein cargo inh	Dynein cargo inh cytoplasmic EGFP	Dynein cargo inh nuclear GR-EGFP	Dynein cargo inh cell count
COc1ccc(C2CC(c3ccccc3)=NN2C(=O)COC(=O)c2cnc(Cl)c(Cl)c2)cc1 (stereo unspecified)	-5	7	15	16	24	i	31	i	-9%	5%	0.5	1118	i	-1	-0.34	-0.18	0.012	0.74
CC(C)CC(C(=O)NCc1ccccn1)N1C(=O)c2ccccc2C1=O (stereo unspecified)	-2	-15	2.8	1.6	6.1	i	28	i	-1%	13%	-1.2	1185	i	1	-0.47	-0.11	-0.32	0.87
NS(=O)(=O)c1ccc(NC(=S)N2CCN(S(=O)(=O)c3ccc(F)cc3)CC2)cc1	-3	5	2.3	1.6	4.4	i	8	i	8%	9%	1.2	480	i	7	0.13	-0.19	0.32	0.71

Main list, previewed entries included:
SMILES	WT yeast gro inh	WT yeast gro inh mutant strain	MT stabilizer	MT stabilizer Hoechst-high %	MT stabilizer cytotoxicity %	T cell HTS	T cell HTS vesicle-bound %	Yfh1-off respiration	P. falciparum M17LAP	M1AAP inhibition	b-catenin transl	b-catenin transl cell count 5 µM	Autophagy mod	Autophagy mod cell loss 18 h	Dynein cargo inh	Dynein cargo inh cytoplasmic EGFP	Dynein cargo inh nuclear GR-EGFP	Dynein cargo inh cell count
COc1ccc(C2CC(c3ccccc3)=NN2C(=O)COC(=O)c2cnc(Cl)c(Cl)c2)cc1 (stereo unspecified)	-5	7	15	16	24	i	31	i	-9%	5%	0.5	1118	i	-1	-0.34	-0.18	0.012	0.74
CC(C)CC(C(=O)NCc1ccccn1)N1C(=O)c2ccccc2C1=O (stereo unspecified)	-2	-15	2.8	1.6	6.1	i	28	i	-1%	13%	-1.2	1185	i	1	-0.47	-0.11	-0.32	0.87
NS(=O)(=O)c1ccc(NC(=S)N2CCN(S(=O)(=O)c3ccc(F)cc3)CC2)cc1	-3	5	2.3	1.6	4.4	i	8	i	8%	9%	1.2	480	i	7	0.13	-0.19	0.32	0.71
CC(=O)N1CCc2c(sc(NC(=O)c3ccc(S(=O)(=O)N(C)C)cc3)c2C#N)C1	10	4	4.6	1.3	3.7	i	53	i	·	·	·	·	·	·	-0.55	-0.25	-0.083	0.23
CCO[C@@H]1OC(C(=O)Nc2ccccc2)=C[C@H](c2coc3ccccc3c2=O)[C@H]1CCCO	-25	-1	1.4	1.2	2.1	i	40	i	-6%	-2%	-1.9	1076	i	17	-0.15	-0.24	0.29	0.26
C/C(=N/N1CCN(Cc2cccc3ccccc23)CC1)c1cccnc1	9	-3	1.5	2.2	8.1	i	50	i	1%	4%	7.0	790	i	-25	-0.096	-0.25	-0.049	0.24
COc1ccc(C(=O)OCCN=C2NS(=O)(=O)c3ccccc32)cc1OC	-5	3	5.8	4.9	6.3	i	32	i	-2%	2%	2.0	1361	i	11	-0.41	-0.15	-0.17	0.5
Cc1cc(C)c(S(=O)(=O)N2CCN(C)CC2)c(C)c1	12	6	4.8	4.8	6.7	i	47	i	1%	4%	1.1	1113	i	0	0.26	-0.28	0.19	-0.087
COCCCN1C(=O)CC(C(=O)OC)=C1C	0	-2	6.4	1.5	1.8	i	1	i	3%	-3%	-1.3	1172	i	14	-0.53	-0.24	-0.16	0.92
Cc1nc(-c2coc3cc(OCC(=O)O)ccc3c2=O)cs1	-7	12	4.1	3.5	7.6	i	20	i	11%	3%	-1.1	1370	i	3	-0.49	-0.37	-0.21	0.38
CCn1c(SCC(=O)NCc2ccco2)nc2cccnc21	-12	2	4.1	2.6	7.9	i	37	i	5%	8%	-0.7	1087	i	-3	-0.52	-0.14	-0.56	0.81
O=C(c1ccc(-c2nnc(Nc3cccc(Cl)c3)c3ccccc23)cc1)N1C[C@H]2C[C@H](C1)c1cccc(=O)n1C2	5	-5	2.9	1.5	11	i	37	i	2%	16%	1.9	1350	i	-2	2.2	-0.19	1.2	-0.36
Cc1ccc(S(=O)(=O)NN2C(=O)c3ccccc3NC2c2ccccc2)cc1 (stereo unspecified)	-5	-14	3.2	3.1	7.0	i	56	i	-9%	-4%	2.1	1045	i	0	2.1	-0.35	0.17	-0.72
CCOc1ccccc1-n1c(SCC(=O)N(CC)CC)nnc1-c1ccccn1	-4	-15	2.4	2.1	5.6	i	70	i	7%	5%	-5.4	990	i	-1	-0.62	-0.13	-0.17	1.1
O=C(c1ccc(Br)cc1)N1CCCC(c2nc(-c3cccs3)no2)C1 (stereo unspecified)	6	-5	3.0	2.4	9.4	i	29	i	5%	0%	1.8	924	i	3	-0.69	-0.27	-0.086	1.1
COc1ccc(Cc2nnc(Nc3ccc(C)cc3)o2)cc1OC	·	·	·	·	·	i	20	i	25%	7%	-0.4	1260	·	·	-0.42	-0.2	0.14	-0.042
c1coc(Cn2c(-c3ccco3)nc3ccccc32)c1	-4	-1	1.8	1.3	2.7	i	23	i	1%	2%	-2.7	937	i	-9	-0.3	-0.18	-0.15	0.36
O=C(O)c1cc2ccccc2cc1Nc1ccccc1	·	·	·	·	·	i	35	i	3%	8%	-0.5	1318	·	·	0.78	0.011	0.35	0.1
Cc1ccc(N(CC(=O)Nc2ccc(F)cc2)S(=O)(=O)N2CCCC2)cc1	9	-14	2.7	2.1	2.0	i	47	i	9%	8%	-1.8	1084	i	4	0.0041	-0.28	0.22	0.34
Cc1ccc(C(=O)OCC(=O)Nc2ncc(C(F)(F)F)cc2Cl)cc1NC(=O)c1ccco1	-1	-16	1.3	1.3	11	i	17	i	5%	3%	·	·	i	-2	-1.6	-0.1	-0.89	1.4
O=S(=O)(Cc1ccccc1)N=Nc1c(O)[nH]c2ccc(Br)cc12	·	·	·	·	·	i	14	i	10%	3%	0.5	1329	·	·	-0.13	0.078	-0.1	-0.8
CC(C)n1c(N2CCN(C(=O)Nc3ccc(F)cc3F)CC2)nc2ccccc21	7	-2	2.9	1.9	8.6	i	40	i	-8%	2%	2.1	1343	i	-4	0.28	-0.22	-0.81	1
CCOC(=O)c1ccc(N2C(=O)CC(Sc3nc(O)c(CC)c(=O)[nH]3)C2=O)cc1 (stereo unspecified)	-34	-34	2.4	2.5	5.9	i	52	i	52%	11%	-3.8	1158	i	-4	-1.2	-0.26	-0.41	0.94
C=CCN1C(=O)C(Cc2ccccc2)S/C1=N/N=C/c1cccs1 (stereo unspecified)	27	29	1.3	1.1	7.9	i	26	i	-2%	7%	·	·	i	-19	-1	-0.25	-0.51	0.85
c1ccc(-c2nnsc2Sc2ccccn2)cc1	12	20	2.7	2.0	8.2	i	45	i	-8%	2%	-3.1	1148	i	8	-0.5	-0.18	0.098	0.76
COc1cccc(N(CC(=O)NCCSc2ccccn2)S(C)(=O)=O)c1	-2	-21	1.0	1.1	6.8	i	54	i	-14%	-1%	1.5	1241	i	-6	-0.41	1	0.0035	0.23
Cc1ccc(NC(=O)CN2CCCCCC2)cc1[N+](=O)[O-]	-5	-1	3.0	2.6	12	i	41	i	4%	4%	-2.0	1070	i	-7	0.31	-0.35	0.46	0.08
COc1ccc(-c2ccc(SCC(=O)Nc3nccs3)nn2)cc1OC	-10	0	4.3	3.1	2.8	i	36	i	-2%	0%	0.3	983	i	29	0.93	-0.37	-0.2	-0.16
Cn1c(SCC(=O)NCc2cccs2)nnc1-c1ccco1	10	12	2.0	1.5	2.2	i	14	i	-6%	8%	·	·	i	8	0.99	-0.13	0.19	-1.6
Cc1ccc(NC(=O)CS(=O)CC(=O)N(CC(=O)NC2CCCC2)c2ccc3c(c2)OCCO3)cc1 (stereo unspecified)	-14	-9	2.3	2.2	6.2	i	56	i	5%	-7%	0.3	1498	i	-2	1.7	-0.08	0.89	-1.4
Clc1ccc(Oc2cnc3ccccc3n2)cc1	6	20	1.7	1.4	5.5	i	15	i	-1%	4%	·	·	i	-9	-0.28	-0.24	-0.46	0.46
C/C(=N\N=C(N)N)c1ccc(C)c(C)c1	·	·	·	·	·	i	21	i	9%	4%	-0.4	1189	·	·	-1.1	-0.13	-0.58	0.36
Cn1nc(C(C)(C)C)c([N+](=O)[O-])c1C(N)=O	·	·	·	·	·	i	36	i	-4%	-2%	-0.5	1375	·	·	-0.35	-0.18	-0.21	0.95
Cc1cc2cc(CN(Cc3cccs3)C(=S)NCc3ccco3)c(=O)[nH]c2cc1C	22	8	3.8	1.4	11	i	47	i	8%	2%	-0.2	1091	i	9	0.63	-0.21	0.48	-0.92
CCc1nc(N(CC)CC)c2oc3ccccc3c2n1	28	34	10	10.0	9.8	i	60	i	-1%	-2%	·	·	i	19	-0.19	-0.45	0.034	-0.24
Cc1ccc(Oc2ccc(N)cc2)cc1	-32	-18	1.5	1.5	9.3	i	45	i	11%	12%	-4.0	967	i	7	-0.76	-0.21	-0.21	0.28

Compound activity from PubChem BioAssay.
